Bioassay records deposited in PubChem by several laboratories.
NCOA3 inh – inhibits human SRC3 coactivator; AID 588352; inhibition, % at 3.6 µM; actives 0.17% (n = 360,000); HEK293 GAL4-SRC3 luciferase reporter, luminescence;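 active = inhibition above a per-campaign cutoff, the mean of all compounds plus 3 SD, cut at about 60% in these data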;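 also: 0% = DMSO-treated cells and 100% = gossypol-treated cells at 36 µM; higher means less SRC3-driven luciferase light from the GAL4 reporter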
Target sequence (Q9Y6Q9 whole entry, looked up, the tested form may be a part): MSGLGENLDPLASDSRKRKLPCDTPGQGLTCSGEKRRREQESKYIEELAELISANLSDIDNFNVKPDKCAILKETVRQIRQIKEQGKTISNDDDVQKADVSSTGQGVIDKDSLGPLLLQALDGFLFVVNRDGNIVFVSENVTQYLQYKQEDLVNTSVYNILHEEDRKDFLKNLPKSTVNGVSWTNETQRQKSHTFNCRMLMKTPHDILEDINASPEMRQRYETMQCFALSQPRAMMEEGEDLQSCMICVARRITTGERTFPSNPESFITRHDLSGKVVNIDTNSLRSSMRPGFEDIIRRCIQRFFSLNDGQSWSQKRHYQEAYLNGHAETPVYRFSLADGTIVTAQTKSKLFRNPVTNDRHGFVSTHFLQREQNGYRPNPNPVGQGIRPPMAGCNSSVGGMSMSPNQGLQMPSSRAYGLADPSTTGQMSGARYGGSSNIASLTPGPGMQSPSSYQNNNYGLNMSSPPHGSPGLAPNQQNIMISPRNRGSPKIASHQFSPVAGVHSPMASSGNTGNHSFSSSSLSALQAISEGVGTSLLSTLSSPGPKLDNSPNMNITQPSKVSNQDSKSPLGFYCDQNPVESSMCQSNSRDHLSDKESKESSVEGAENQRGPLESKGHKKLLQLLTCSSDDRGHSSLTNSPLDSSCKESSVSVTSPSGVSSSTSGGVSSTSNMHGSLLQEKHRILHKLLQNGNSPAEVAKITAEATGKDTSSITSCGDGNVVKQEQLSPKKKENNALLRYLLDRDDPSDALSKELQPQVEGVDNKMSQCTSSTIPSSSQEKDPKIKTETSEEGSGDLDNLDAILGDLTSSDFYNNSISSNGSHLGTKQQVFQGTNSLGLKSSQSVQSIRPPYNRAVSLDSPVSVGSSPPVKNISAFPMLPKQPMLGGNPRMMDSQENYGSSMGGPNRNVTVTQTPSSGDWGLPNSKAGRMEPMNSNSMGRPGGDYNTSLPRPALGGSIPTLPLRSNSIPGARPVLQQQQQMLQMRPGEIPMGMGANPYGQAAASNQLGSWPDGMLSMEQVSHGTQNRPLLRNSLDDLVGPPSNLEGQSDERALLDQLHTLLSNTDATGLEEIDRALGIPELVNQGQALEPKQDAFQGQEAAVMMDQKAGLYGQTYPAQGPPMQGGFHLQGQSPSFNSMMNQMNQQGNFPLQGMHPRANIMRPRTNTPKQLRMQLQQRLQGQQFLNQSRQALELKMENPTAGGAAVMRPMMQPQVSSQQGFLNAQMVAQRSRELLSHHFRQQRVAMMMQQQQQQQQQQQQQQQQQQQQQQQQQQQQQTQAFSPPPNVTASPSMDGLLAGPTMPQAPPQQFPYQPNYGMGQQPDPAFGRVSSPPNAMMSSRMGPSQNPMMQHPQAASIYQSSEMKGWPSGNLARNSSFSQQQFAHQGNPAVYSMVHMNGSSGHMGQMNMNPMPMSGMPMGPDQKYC
TWEAK-Fn14 inh – inhibitors of TWEAK-Fn14 interaction signaling. TWEAK-stimulated Fn14 reporter cells, luciferase luminescence, 8 h. AID 1159606. actives 2% (n = 360,000). inhibition, % at 10 µM; in the data active = inhibition above about 50%
TROY NFkB inh – TROY signaling inhibition; AID 1347056; actives 0.98% (n = 360,000); Q293 LMP1-TROYcd NF-kB luciferase reporter, 4 h; inhibition, % at 10 µM;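 active = compounds whose plate-normalised and pattern-corrected inhibition of the luciferase reporter signal at the single screening dose is 50% or more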
SRC2 inh – human SRC2 (NCOA2) inhibition | Q15596 | actives 0.17% (n = 370,000) | inhibition, % at 9 µM | HEK293 GAL4-SRC2 luciferase reporter, luminescence;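 active = inhibition above the mean inhibition of all tested compounds plus 3 SD, set per campaign, cut at about 52% in these data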;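 also: 0% = DMSO treated cells and 100% = cells given Gossypol at 36 µM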
C8 TRAIL sens – caspase-8 TRAIL sensitization. actives 1% (n = 360,000). NB7+C8 cells + TRAIL, ATPlite viability luminescence. inhibition (viability loss, TRAIL sensitization), % at 10 µM;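 active = compounds causing at least 50% loss of cell viability in the single-dose screen, relative to plate controls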
NR5A2 inv ag – inverse agonists of human LRH-1 (NR5A2); HEK293T StAR-luciferase reporter, LRH-1 transfected, 24 h; inhibition, % at 3.6 µM; actives 0.13% (n = 360,000); AID 602396;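 active = inhibition above the mean inhibition of all tested compounds plus 3 SD, cut at about 73% in these data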;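 also: 0% = DMSO wells and 100% = reporter-only cells lacking LRH-1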
NCOA1 inh – inhibitors of human steroid receptor coactivator 1 (SRC1); Q15788; HEK293 GAL4-SRC1 luciferase reporter, luminescence; inhibition, % at 3.6 µM; actives 0.12% (n = 360,000); AID 588354;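 active = inhibition above the campaign mean plus 3 SD, with each screening campaign given its own cutoff, cut at about 60% in these data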;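 also: 0% = DMSO treated cells and 100% = gossypol at 36 µM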
COUP-TFII inh – inhibitors of human COUP-TFII (NR2F2); AID 686940; P24468; actives 0.7% (n = 370,000); HEK293T NGFI-A luciferase reporter, luminescence; inhibition, % at 8.6 µM;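 active = inhibition above a per-plate cutoff, mean inhibition of test wells between control levels plus 3 SD, cut at about 38% in these data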;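 also: cells cotransfected with COUP-TFII expression vector driving the NGFI-A reporter; 0% = median of COUP-TF2 test wells and 100% = reporter-only cells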
TLR9-MyD88 block – TLR9-MyD88 interaction inhibition; Q9NR96+Q99836; CHO BLA complementation TLR9-MyD88, CCF4 FRET ratio; inhibition, % at 4.98 µM; actives 0.21% (n = 340,000); AID 504734;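 active = inhibition above the mean over all tested compounds plus 3 SD, cut at about 21% in these data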;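 also: 0% = DMSO only wells and 100% = clavulanate BLA inhibitor control wells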
NOD2 RIPK2 PPI – blocks binding of human NOD2 to RIPK2; O43353; CHO BLA complementation NOD2-RIPK2, CCF4 ratio; inhibition, % at 4.98 µM; actives 0.38% (n = 360,000); AID 624267; in the data active = inhibition above about 21%;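 also: 0% = vehicle only and 100% = reference blocker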
EBV LMP1 NFkB – reduces LMP1-driven NF-kappaB luciferase signal | inhibition, % at 12.5 µM | actives 0.69% (n = 350,000) | AID 504558 | LMP1-induced NF-kappaB luciferase reporter cells, luminescence; in the data active = inhibition above about 41%;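 also: 0% = neutral control wells and 100% = reference inhibitor control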
Numbers without * were called inactive; nt = not tested or not shown.

smiles,NCOA3 inh,TWEAK-Fn14 inh,TROY NFkB inh,SRC2 inh,C8 TRAIL sens,NR5A2 inv ag,NCOA1 inh,COUP-TFII inh,TLR9-MyD88 block,NOD2 RIPK2 PPI,EBV LMP1 NFkB
Cc1cc(C2=NNC(=NC3CC3)SC2)c(C)n1Cc1ccco1,83.4*,61.1*,16.0,82.7*,31.7,76.2*,76.0*,88.5*,2.2,-2.4,78.6*
O=C(Nc1cccc(Cl)c1N1CCCC1)c1cc2ccccc2o1,-32.4,-1.6,-34.5,-6.3,12.3,-0.8,-9.8,-8.8,5.4,9.8,-5.7
CCOc1ccc(N=C2NN=C(c3cc(C)n(CC4CCCO4)c3C)CS2)cc1 (configuration not stated),-7.7,-5.9,17.7,12.2,-14.8,-0.7,-19.7,-10.7,-11.2,7.8,-0.9
O=C(O)c1cc(N/C(=N\S(=O)(=O)c2ccc(F)cc2)c2ccccc2)ccc1O,5.5,2.4,-1.0,6.5,3.5,-16.6,-1.3,19.6,1.1,-2.8,7.4
COc1cc(/C=N/Nc2nc(C)cc(=O)[nH]2)cc(OC)c1O,-4.1,-11.8,-0.3,-9.3,-7.4,-7.8,8.6,-17.4,-5.4,-5.4,7.1
CCCN(CCC)S(=O)(=O)c1ccc(C(=O)NCc2ccco2)cc1,-7.5,3.6,-3.9,10.1,8.5,-10.6,9.1,3.9,0.5,-2.6,-11.5
CS(=O)(=O)c1ccc(CNC(=O)C2(C(F)(F)F)C/C(=C/CCO)CCCO2)cc1 (configuration not stated),-0.1,1.4,6.3,-17.6,8.7,2.0,-7.5,-3.4,-4.7,0.6,-7.2
CCOC(=O)CSc1nnc(NC(=O)c2ccco2)s1,22.7,-7.8,-3.5,-19.7,20.5,12.2,2.5,-1.1,-7.5,-7.8,0.0
CCCn1nnc(NC(=S)NC(=O)/C=C/c2ccco2)n1,-5.0,-3.0,-2.8,-22.7,13.5,-12.4,-14.5,2.0,8.3,-5.9,3.0
COc1ccc(-c2cc(C(=O)N3CC4(C)CC3CC(C)(C)C4)no2)cc1OC (configuration not stated),5.0,-3.0,-5.0,25.5,-0.2,0.6,9.8,-25.8,-7.3,-144.0,-2.8
CN(C)c1ncnc2c1ncn2[C@H]1CN(Cc2ccccc2)C[C@@H](CO)O1,-7.7,23.9,7.1,0.8,-13.4,3.6,0.8,4.7,nt,-3.0,nt
COc1ccc(N2CCN(C(c3cccs3)C(C)NC(=O)c3ccco3)CC2)cc1 (configuration not stated),13.8,-13.2,2.7,20.6,9.6,-0.3,6.7,8.6,-8.7,5.1,2.0
COc1ccc2[nH]c3c(C)c4ccncc4c(C)c3c2c1,54.6,54.3*,45.5,-487.0,42.1,65.8,51.1,-33.7,-4.3,10.2,-11.2
COC(=O)c1c(C(=O)OC)c2n(c1C)CCC2,4.8,8.8,6.8,-14.7,-1.0,14.8,2.4,3.6,5.7,4.7,-9.9
COc1ccccc1Cn1c(=S)[nH]c2cc(C(=O)NCC3CCCO3)ccc2c1=O (configuration not stated),19.1,17.3,22.5,2.0,-15.2,20.4,-0.7,16.1,-3.2,-4.5,13.3
CCc1onc(C)c1C(=O)Nc1cc(C)ccc1OC,1.5,17.6,6.8,-27.7,5.3,7.5,-17.6,2.4,-13.7,-12.8,4.1
Cc1nnc(Nc2ccc3c(c2)ncn3C)c2ccccc12,-26.8,5.8,-8.3,-36.0,-3.9,-18.2,-9.6,-20.9,-8.5,-10.3,-19.4
COc1ccccc1Oc1cc(F)nc(N)n1,9.5,7.6,13.9,-13.2,-13.6,-2.1,-13.7,9.3,-4.3,-2.5,7.4
O=C(Nc1ccc(CN2CCCCC2)cc1)Nc1ccccc1Cl,-48.6,-11.0,-23.1,-14.7,10.9,-64.2,-44.4,-36.5,-0.4,9.3,4.7
c1ccc2oc(-c3[nH]ncc3CN3CCC(N4CCSCC4)CC3)cc2c1,7.5,8.9,13.2,-41.1,-6.8,-32.0,-3.1,4.2,1.4,2.2,-4.4
CC(C)=CC(=O)N1CCC(N2CCC(C(=O)NCC3CCCO3)CC2)CC1 (configuration not stated),24.1,5.2,17.3,4.5,6.5,8.7,6.4,7.4,0.2,2.7,1.9
COC1(C)CC2C(CC1OC(=O)c1cc([N+](=O)[O-])cc([N+](=O)[O-])c1)C2(C)C (configuration not stated),3.4,-3.0,2.6,-7.0,-5.8,10.7,-12.1,6.5,-2.9,-5.2,-5.6
CCCCOc1ccc(/C=C/C(=O)N(CC)CC(=O)Nc2ccc3c(c2)OCCO3)cc1OC,-14.4,18.5,23.4,-2.6,10.4,18.8,-11.1,13.3,0.4,-5.2,7.3
COc1ccc2oc(=O)c(C(=O)Nc3ccccc3-c3ccccc3)cc2c1,8.0,-9.2,-21.2,-4.2,-2.3,-1.3,9.7,-5.4,-5.9,-4.3,3.2
CCC[C@@H]1C[C@@H](C(=O)NC(C(C)Cl)[C@H]2O[C@H](SC)[C@H](O)[C@@H](O)[C@H]2O)N(C)C1 (some centres not stated),7.3,4.6,6.9,3.3,-9.5,-1.1,-0.2,-4.6,-8.5,-27.7,2.6
CCOc1c(C)cnc2c1c(=O)n(Cc1ccc(Cl)cc1)c(=O)n2C,-2.0,-9.2,-11.6,-7.4,1.1,-6.1,7.7,0.9,7.4,11.2,2.1
Cn1c(CCc2ccccc2)nnc1SCC(=O)N1CCCC1,15.3,-8.1,-14.2,-11.7,6.5,8.0,-5.4,10.6,-4.5,-15.5,-2.4
O=S(=O)(c1ccccc1)C1(C2CC(c3ccccc3)=NO2)CC(O)C1 (configuration not stated),-2.3,2.1,2.5,-14.2,-0.7,-8.1,-19.0,-5.0,1.6,-15.5,4.0
O=C(Oc1cccc2ccccc12)c1cc(Cl)nc2ccccc12,11.2,5.4,16.0,21.2,-0.1,12.8,-8.2,-3.9,0.4,-8.1,8.2
NS(=O)(=O)c1ccc(CCNC(=O)c2ccc3c(c2)OCCO3)cc1,-15.8,-1.3,26.0,-1.8,-3.2,0.9,-3.2,9.2,-9.5,-0.2,-14.0
O=C1CCC([N+](=O)[O-])C(c2ccc(C(F)(F)F)cc2)N1 (configuration not stated),19.7,-6.9,4.5,7.8,-0.1,-0.6,-34.1,8.5,-1.1,-2.6,5.8
CCCc1cnc(N2CCN(S(C)(=O)=O)CC2)nc1,-3.3,14.3,-41.0,-46.6,-11.3,-34.8,-29.9,-34.2,10.8,-5.9,-4.3
COc1c(C)cc(C(=O)C2CCCN(C(=O)CCCn3cncn3)C2)cc1C (configuration not stated),1.7,-1.8,-16.2,11.7,-17.8,8.5,10.9,15.0,-9.4,-5.5,-4.5
Cc1nc(SCc2ccc([N+](=O)[O-])cc2)nc2ccccc12,7.6,-31.7,-14.6,6.3,2.2,-7.0,9.6,-2.7,-1.9,-4.9,-13.5
COc1ccc(-c2nc(N)ncc2-c2csc(C)n2)c(O)c1OC,9.8,-30.9,2.1,-10.0,2.2,16.4,7.8,-1.0,-10.7,-11.1,4.9
COc1ccccc1Cc1nnnn1CC(=O)O,-25.6,16.4,11.0,0.1,-0.4,19.2,-6.4,5.0,2.2,2.9,5.6
CCC(C)(C)NC(=O)CN(C(=O)c1csnn1)c1ccccc1-c1ccccc1,-8.6,-10.8,6.7,-7.3,-2.4,6.8,-9.5,-7.1,4.6,-3.9,-3.9
Cc1ccc(C(=O)N2CCN(S(=O)(=O)c3ccccc3C#N)CC2)cc1S(=O)(=O)N1CCOCC1,18.2,-3.4,-0.1,-2.8,10.1,1.4,-6.5,7.2,1.2,-3.8,7.6
COc1ccc(CCN(C(=O)c2snc(C(N)=O)c2N)C(C(=O)NCC2CCCO2)c2ccc(F)cc2)cc1OC (configuration not stated),11.6,0.3,-16.0,-7.9,14.5,0.3,-13.9,-1.4,-6.9,-12.0,4.2
COCCNC(=O)CN(C)S(=O)(=O)c1ccc(Br)cc1,9.5,0.2,9.0,-2.5,-11.7,-16.5,-10.3,2.8,-0.8,-5.2,4.9
CCCCc1nc2cc(C(=O)N3CCCCC3C(=O)OC)ccc2o1 (configuration not stated),-34.2,-17.6,-42.3,-35.9,7.7,-36.7,-49.8,-3.2,5.0,0.0,-8.9
Cc1cc(S(=O)(=O)N(C)CCc2ccccc2)ccc1-n1cnnn1,-23.7,7.0,23.7,1.5,0.5,-6.1,-2.8,5.3,-3.2,8.7,5.6
O=C(c1ccc(Cl)cc1)N1CCN(c2ncccn2)CC1,14.7,3.0,7.0,-7.3,-11.3,-3.7,2.5,-10.9,-0.3,-3.8,7.0
O=C(Nc1cccc(Cl)c1)c1ccc(F)c(S(=O)(=O)NCc2ccc3c(c2)OCO3)c1,7.1,16.6,30.4,22.6,1.1,-3.9,-10.9,10.5,1.4,-1.8,0.7
S=c1[nH]nc(COc2ccc3c(c2)OCO3)n1-c1ccccc1,9.1,-24.3,5.7,-11.5,10.9,8.3,-3.9,9.1,1.6,4.2,1.7
CCn1cc(CNCc2cn(-c3ccccc3C)nc2-c2ccc(OC)c(F)c2)cn1,9.9,18.7,4.1,6.2,2.1,-11.8,-0.6,-32.1,-4.9,-2.0,8.8
N#Cc1ccc(-c2nc3ccc(Br)cn3c2Cc2cccc(F)c2)cc1,10.7,-27.7,-28.1,-33.2,1.1,-4.2,12.4,-11.4,nt,14.8,nt
CC(=O)N(/N=C/c1ccc(C)cc1)c1nc(CCl)cs1,-3.3,-21.2,-1.9,3.7,-7.4,6.5,18.6,-8.2,7.1,2.1,-7.5
CC(C)CN1C(=O)/C(=C/c2cccs2)NC1=S,-6.1,6.1,-26.0,17.5,-0.6,-5.2,-85.2,-20.2,-13.8,5.3,-3.1

A portion of the library; count on the stated rates, not on these rows.
